Bioassay records (PubChem)
Tau ThT inhib – qHTS for Inhibitors of Tau Fibril Formation, Thioflavin T Binding | Microtubule-associated protein tau (Homo sapiens), P10636 | recombinant tau K18 P301L, heparin-induced fibrillization, ThT fluorescence | Potency, µM (top dose mostly 57.4 µM), for the others: at the top dose activity, negative = inhibition, hits mostly inhibitors | actives 2.1% (n = 270,000); further: on the % scale 0 is the no-effect control and ±100 the full control effect; nearly all actives have a fitted effect of over 55% in size
Target sequence (P10636 561-689 P618L limits assumed): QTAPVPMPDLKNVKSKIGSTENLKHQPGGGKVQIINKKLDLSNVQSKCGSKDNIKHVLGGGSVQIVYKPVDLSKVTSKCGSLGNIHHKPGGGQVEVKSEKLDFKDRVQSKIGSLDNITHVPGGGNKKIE
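ThT emission at 510 nm, taken 1 hr after adding 30 uM dye, quantifies aggregates formed when 20 uM heparin acts on human tau K18 P301L for 6 hr at 37 C.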
TRb-SRC2 inh – qHTS for Inhibitors of the Interaction of Thyroid Hormone Receptor and Steroid Receptor Coregulator 2; Thyroid hormone receptor beta (Homo sapiens), P10828; TRbeta-SRC2 peptide binding, fluorescence polarization; receptor liganded with 1 µM T3; Potency, µM (doses to about 106 µM), inactives show at the top dose activity change, negative = inhibition, usual class: inhibitors; actives 0.065% (n = 280,000); AID 1469, 2008;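 further: plate controls were bound peptide for no effect and peptide without receptor for full effect; nearly all actives have a fitted effect of over 50% in size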
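TRb LBD 0.6 uM + Texas Red SRC2 peptide 20 nM, 1 uM T3, Tris buffer w/ 5% DMSO; compound pinned, 5 h RT; FP read ex 555/em 632; normalized to unbound and bound controls.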
Tau FP inhib – qHTS for Inhibitors of Tau Fibril Formation, Fluorescence Polarization. actives 0.39% (n = 280,000). Potency, µM (titrated, usually from 57.7 µM), for the others: at the highest dose activity, negative = inhibition, most hits filed as inhibitors. K18 P301L tau heparin fibrillization, Alexa594 FP, 6 h. AID 1468, 2008. Microtubule-associated protein tau (Homo sapiens), P10636; further: on the % scale 0 is the no-effect control and ±100 the full control effect; nearly all actives have a fitted effect of over 55% in size
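FP of Alexa 594-tau after heparin (20 uM) induction. Substrate: human K18 P301L, 15 uM unlabeled, 0.24 uM labeled. Buffer 100 mM sodium acetate pH 7. 6 hr, 37 C.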
TR SRC2 fluor cs – Total Fluorescence Counterscreen for Inhibitors of the Interaction of Thyroid Hormone Receptor and Steroid Receptor Coregulator 2; TRb/SRC2 Texas Red total fluorescence interference; Potency, µM (titrated, usually from 106 µM), inactives show at the top dose fluorescence change, negative = quenching; actives 0.29% (n = 280,000); active means well fitted curve in either direction with a large enough effect; inconclusive means small, poorly fitted or top-dose-only effect; further: on the % scale 0 is the no-effect control and ±100 the full control effect
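Human TRβ ligand-binding domain (0.6 uM) and Texas Red SRC2 peptide (20 nM) in Tris buffer with 1 uM T3 and 5% DMSO were incubated with pinned compound for 5 hr at ambient temperature. Total fluorescence was computed as S + 2P (555/632 nm).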
RECQ1 inh – qHTS Assay for Inhibitors of RecQ-Like Dna Helicase 1 (RECQ1) | actives 0.54% (n = 240,000) | Potency, µM (top dose mostly 57.3 µM), inactives show top-dose activity, negative = inhibition, usual class: inhibitors | RECQ1 DNA unwinding, red fluorescence kinetic read;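 further: plate controls were vehicle for no effect and no enzyme for full effect; nearly all actives have a fitted effect of over 30% in size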
Target sequence (P46063 whole entry, looked up): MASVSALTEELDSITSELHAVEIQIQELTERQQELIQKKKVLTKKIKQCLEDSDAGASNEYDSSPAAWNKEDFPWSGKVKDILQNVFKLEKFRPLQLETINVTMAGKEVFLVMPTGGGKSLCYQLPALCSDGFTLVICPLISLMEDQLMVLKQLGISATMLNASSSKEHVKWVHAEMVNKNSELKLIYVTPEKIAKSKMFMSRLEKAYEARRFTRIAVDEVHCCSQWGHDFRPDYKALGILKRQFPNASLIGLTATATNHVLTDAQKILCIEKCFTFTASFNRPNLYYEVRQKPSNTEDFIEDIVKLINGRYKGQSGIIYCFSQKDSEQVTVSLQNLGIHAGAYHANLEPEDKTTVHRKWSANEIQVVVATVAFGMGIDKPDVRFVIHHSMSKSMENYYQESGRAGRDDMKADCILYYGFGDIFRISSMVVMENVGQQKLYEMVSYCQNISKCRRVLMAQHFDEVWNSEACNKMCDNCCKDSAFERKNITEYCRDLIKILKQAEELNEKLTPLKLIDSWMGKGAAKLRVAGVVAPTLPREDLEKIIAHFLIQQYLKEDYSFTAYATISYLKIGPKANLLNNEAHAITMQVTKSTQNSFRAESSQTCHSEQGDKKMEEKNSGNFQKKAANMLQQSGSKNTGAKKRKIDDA
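RECQ1T1 50 nM; forked duplex (20 bp + 30-nt ss tails) 200 nM, ATP 2 mM final; pH 8.0, 2 mM MgCl2, 2.5 ug/ml poly(dI-dC); 15 min compound preincubation; discontinuous kinetic read over 2 h at RT.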
HTT cytoprotect – qHTS Multiplex Assay to Identify Dual Action Probes in a Cell Model of Huntington: Cytoprotection (ATP); PC12 HTT-Q103 induced, cytoprotection, ATP luminescence, 40 h; AID 1471, 2008; Potency, µM (doses to about 56.4 µM), without a hit: cytoprotection (ATP increase), hits mostly activators; actives 0.14% (n = 230,000);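 further: % of control where 0% means no effect; nearly all actives have a fitted effect of over 45% in size; toxic huntingtin expression switched on by the ecdysone agonist tebufenozide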
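Compounds added alongside 100 nM tebufenozide, which induces toxic Q103 huntingtin exon 1-GFP in stable PC12 cells; surviving cells quantified by luminescent ATP measurement. Medium: phenol red-free DMEM, 5% equine and 5% calf serum.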
L3MBTL1 inh – qHTS Assay for the Inhibitors of L3MBTL1; AlphaScreen L3MBTL1–H3K9me1 peptide binding; Potency, µM (titrated, usually from 57.1 µM), inactives show at the top dose activity, negative = inhibition, most hits filed as inhibitors; Lethal(3)malignant brain tumor-like protein 1 (Homo sapiens), Q9Y468; actives 0.66% (n = 230,000); AID 485360, 2010; further: on the % scale 0 is the no-effect control and ±100 the full control effect; nearly all actives have a fitted effect of over 60% in size
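L3MBTL1 50 nM + b-AHA-H3(1-15)K9me1 75 nM, 30 min RT; compound added, 30 min RT; streptavidin donor/Ni-chelate acceptor beads 10 ug/mL each final, 30 min RT dark; AlphaScreen read.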
Tau fluor cs – Counterscreen qHTS for Inhibitors of Tau Fibril Formation, Fluorescence Polarization; tau K18 P301L Alexa594 fluorescence, heparin fibrillization; Potency, µM (doses to about 57.7 µM), for inactives: top-dose activity change, negative = decrease; actives 0.93% (n = 280,000); AID 1463, 2008; further: on the % scale 0 is the no-effect control and ±100 the full control effect; nearly all actives have a fitted effect of over 55% in size
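Human tau K18 P301L (15 uM unlabeled, 0.24 uM Alexa 594-labeled) in 100 mM sodium acetate pH 7 with 20 uM heparin, 6 hr at 37 C. ThT 30 uM added, 1 hr ambient; Alexa 594 FP and total fluorescence read at 555/632 nm.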
* marks the source's active call; other numbers are inactive results; i = inactive; u = inconclusive; x = not tested or not shown; [ ] = remark or other dose. Unless noted, the call rests on the fitted dose curve; in most records, active means well fitted curve in the direction sought with a large enough effect; inconclusive means small, poorly fitted or top-dose-only effect, or another doubt; inactive means no such curve, though single readings can be large; an effect the other way counts as inactive or inconclusive. Potency means the concentration at half of the fitted maximal effect.

| SMILES | Tau ThT inhib | TRb-SRC2 inh | Tau FP inhib | TR SRC2 fluor cs | RECQ1 inh | HTT cytoprotect | L3MBTL1 inh | Tau fluor cs |
| --- | --- | --- | --- | --- | --- | --- | --- | --- |
| CCSc1nnc(-c2cc(Br)ccc2NC(C)=O)c(=O)[nH]1 | x | -1.9% | 0.8% | -1.5% | -1.0% | 9.7%[10 µM] | x | -2.4% |
| Cc1cc(C)n(-c2nc3c(c(=O)n(C)c(=O)n3C)n2CCO)n1 | -0.2% | 4.7% | -6.1% | 2.7% | -2.2% | u | -9.0% | -1.5% |
| COc1cccc(NC(=O)CN2CCN(S(=O)(=O)c3ccc(F)cc3)CC2)c1 | -6.4% | -4.0% | -1.1% | -8.6% | -2.1% | 9.8% | x | -11.7% |
| CCOC(=O)C1C(=O)OC(C)(C)C1C(C)C(=O)c1ccc(OC)cc1 (configuration not stated) | -3.9% | -6.5% | 1.3% | -7.5% | -2.1% | -0.4% | x | -3.5% |
| O=C(CCCn1c(=O)c2sccc2n(CC(=O)NCC2CCCO2)c1=O)NCc1ccco1 (configuration not stated) | -0.3% | -6.7% | -5.1% | 0.1% | -6.0% | -9.5% | x | 3.6% |
| CCc1nnc(NC(=O)CSc2nnc(Cc3ccccc3)n2-c2ccc(OC)cc2)s1 | -12.4% | -28.5% | -4.7% | 1.6% | -15.7% | -13.7%[10 µM] | 0.0% | -3.9% |
| O=S(=O)(NCC(c1ccco1)N1CCOCC1)c1ccc(F)cc1 (configuration not stated) | -2.1% | -16.8% | 0.4% | -1.8% | x | x | x | 2.0% |
| Cc1noc2ncnc(NCc3ccccc3Cl)c12 | -8.5% | 5.4% | -4.2% | -3.1% | x | x | x | -9.8% |
| COc1cccc(C(C(=O)NC2CCCCC2)N(C(=O)c2cccs2)c2ccc3c(c2)OCO3)c1 (configuration not stated) | -17.5% | -5.5% | -4.4% | -3.9% | -1.2% | x | -10.4% | -15.3% |
| Cc1ccc(C2(C)NC(=O)N(Cc3c(C)noc3C)C2=O)cc1 (configuration not stated) | -9.0% | -15.7% | -2.7% | -1.4% | -2.0% | 3.9% | x | -7.8% |

Limited to L3MBTL1 inh, TRb-SRC2 inh and HTT cytoprotect (two entries from above):
compound	L3MBTL1 inh	TRb-SRC2 inh	HTT cytoprotect
CCc1nnc(NC(=O)CSc2nnc(Cc3ccccc3)n2-c2ccc(OC)cc2)s1	0.0%	-28.5%	-13.7%[10 µM]
O=S(=O)(NCC(c1ccco1)N1CCOCC1)c1ccc(F)cc1 (configuration not stated)	x	-16.8%	x

The listing continues:
| SMILES | Tau ThT inhib | TRb-SRC2 inh | Tau FP inhib | TR SRC2 fluor cs | RECQ1 inh | HTT cytoprotect | L3MBTL1 inh | Tau fluor cs |
| --- | --- | --- | --- | --- | --- | --- | --- | --- |
| O=C(COCc1cc(-c2cccs2)on1)Nc1cc(C(F)(F)F)ccc1Cl | -10.7% | -2.4% | -3.7% | 5.1% | x | x | x | u |
| COCCn1c(=NC(=O)C(C)(C)C)sc2cc([N+](=O)[O-])ccc21 | -9.2% | -7.5% | 0.9% | -3.7% | i | -23.6%[10 µM] | -3.4% | -5.4% |
| O=C(Cc1c(C(=O)O)[nH]c2ccc(Cl)cc12)Nc1ccc2c(c1)OCCO2 | -8.0% | -2.4% | 1.2% | -1.4% | 8.3% | 3.3% | 0.2% | -7.0% |
| COC(=O)Nc1ccc(S(=O)(=O)n2cnc3ccccc32)cc1 | -12.2% | -1.6% | -5.9% | -2.7% | i | 18.6%[10 µM] | x | -5.7% |
| CCOC(=O)c1cc(S(=O)(=O)N2CCN(c3ccccc3)CC2)[nH]n1 | -4.0% | 2.6% | -0.3% | -12.5% | x | x | x | -5.9% |
| CC1S/C(=N/N=C/c2ccco2)NC1=O (configuration not stated) | -13.7% | -1.7% | -1.4% | 3.1% | 9.3% | -5.8% | -0.5% | -6.5% |
| Cc1ccc(C(=O)NNC(=O)CCC(=O)Nc2cc(C)on2)cc1 | 8.8% | -6.5% | 9.5% | 0.3% | 4.6% | 33.4%[10 µM] | 6.1% | 10.9% |
| CSc1nc2c(cc1C#N)C(=O)CC(C)(C)C2 | 5.4% | 3.4% | 2.2% | -2.5% | i | 0.5%[10 µM] | 10.9% | 4.5% |
| COc1cccc(N2CCN(C(=O)c3cccc(-n4c(C)nc5cccnc54)c3)CC2)c1 | -4.8% | -2.8% | 2.8% | 0.1% | x | x | x | -4.1% |
| COc1ccccc1N1CCN(/N=C/c2c(C)nn(-c3ccccc3)c2C)CC1 | u | 4.6% | 9.4% | -2.3% | -6.1% | 13.6%[10 µM] | u | -28.1% |
| O=C(Cc1cccc2ccccc12)NCCC1=CCCCC1 | -11.2% | -8.4% | 13.1% | 0.1% | 5.6% | -4.1%[10 µM] | 2.5% | -5.9% |
| COc1cc(OC)c(C2=NOC(C(=O)Nc3cc(C)nn3-c3ccccc3)C2)cc1Cl (configuration not stated) | -17.9% | -4.2% | -7.9% | -0.2% | -9.2% | 12.3% | x | -15.4% |
| CSc1nnc(-c2ccccc2)n1N | -9.4% | 2.4% | -6.0% | -2.7% | i | -11.4% | 12.0% | -11.6% |
| CCOC(=O)N1CCC(N2Cc3cccc(C(=O)N4CCN(c5cccc(C)c5C)CC4)c3C2=O)CC1 | 8.6% | -5.5% | -4.6% | -4.0% | -5.4% | -33.4% | x | -3.6% |
| CCCCOC(=O)Nc1ccc(S(=O)(=O)Nc2ccc([N+](=O)[O-])cc2)cc1 | -15.6% | 7.3% | -11.9% | 0.9% | 11.9% | 16.5%[10 µM] | -1.0% | u |
| COCc1cc(C)nc2c1C(=O)NC(c1ccc(Br)cc1)N2Cc1ccccc1 (configuration not stated) | 0.4% | -1.9% | 0.5% | -1.2% | x | x | x | -3.7% |
| CCc1cccc(C)c1N(C(=O)Cn1c(=O)[nH]c2ccccc21)C(C)COC (configuration not stated) | -14.7% | 7.1% | 3.4% | -0.1% | -10.7% | -4.7% | x | -13.1% |
| CCOC(=O)C1CCN(CC(=O)Nc2c(C(=O)OC)[nH]c3cccc(C)c23)CC1 | -5.4% | -6.7% | -3.6% | -2.9% | 5.1% | 2.4% | 0.0% | -7.8% |
| CCN(C(=O)COC(=O)c1cc(-c2ccccc2)nn1-c1ccccc1)C1CCS(=O)(=O)C1 (configuration not stated) | -1.8% | -1.6% | -0.1% | -2.9% | i | -8.3% | x | -4.6% |
| Cc1ccc(C2(C)NC(=O)N(CCOc3ccccc3)C2=O)cc1 (configuration not stated) | -5.5% | -4.1% | -8.1% | 1.1% | i | -10.6% | -1.4% | -11.3% |
| CCOC(=O)c1sc2ccc(S(=O)(=O)N3CCOCC3)cc2c1N | 1.4% | -2.6% | -3.5% | 1.1% | i | 13.7% | 3.1% | -9.0% |
| CCCc1ccc(OCC(=O)Nc2sc(C(=O)OCC)c(C)c2C(=O)OCC)cc1 | 0.6% | 1.9% | -0.5% | 10.0% | x | x | x | -3.2% |
| CCOc1cc(-c2ccc(OC(=O)c3ccc(C)cc3)c(OC)c2)cc(=O)c2c(C)oc(C)c12 | -14.0% | -28.6% | 8.5% | u | x | x | x | -6.4% |
| COc1cccc2cc(C(=O)NNC(=O)c3ccc(Br)cc3)c(=O)oc12 | u | -2.5% | -1.6% | -3.2% | 2.3% | -19.6% | 9.9% | -10.1% |
| COc1ccc(C2=NNC(c3cccs3)=Nc3ccc(OC)cc32)cc1 | u | 8.3% | 6.8% | 0.2% | -18.4% | -13.4%[1.9 µM] | u | u |
| COc1ccc(CN2CN=C(Nc3nc4ccccc4s3)NC2)cc1 | -6.3% | -9.2% | 6.3% | 0.7% | i | -19.7% | -0.4% | -5.9% |
| CCCS(=O)(=O)N1CCC(C(=O)NCCCN(C)Cc2ccccc2)CC1 | -11.3% | -22.7% | -8.2% | -3.9% | -1.8% | 11.6%[10 µM] | -0.2% | -12.3% |
| C(=C\c1nc(N2CCCCCC2)c2ccccc2n1)/c1ccccc1 | -15.3% | 0.5% | 7.7% | -2.8% | -3.3% | -0.7%[10 µM] | 24.2% | -18.0% |
| CC(C)(CO)N=C1NS(=O)(=O)c2cc([N+](=O)[O-])ccc21 | -4.8% | -9.1% | 9.2% | 0.7% | -0.4% | x | 2.0% | 0.4% |
| Cc1ccc(-c2csc3nc4cc(C(=O)NC5CCC(O)CC5)ccc4c(=O)n23)cc1 (configuration not stated) | -8.0% | -5.5% | -3.4% | -1.0% | i | -12.0%[10 µM] | x | 2.2% |
| O=C(CCc1ccc(S(=O)(=O)NC2CCCCC2)cc1)NCc1ccc(Cl)cc1 | -4.9% | -3.1% | -3.2% | -0.3% | i | 17.4% | x | -18.4% |
| COc1cc(C2N(c3ccccc3)CCN2c2ccccc2)cc(OC)c1OC | u | -7.7% | -3.3% | -1.7% | -5.2% | -1.7% | -2.1% | -15.9% |
| CCOC(=O)CN1C(=O)N[C@@H](c2cccc(F)c2)C(C(=O)OC)=C1C | 2.5%[11.5 µM] | 1.6%[11.2 µM] | -7.4%[11.6 µM] | -1.7%[11.2 µM] | -0.4%[11.5 µM] | -21.9%[10 µM] | x | -3.1%[11.6 µM] |
| CSc1ccccc1C(=O)NCc1cccnc1 | -2.4% | -0.3% | -6.1% | 0.8% | i | -16.9% | 0.0% | -2.0% |
| CCCOCc1cc(CN2CCN(c3cccc(Cl)c3)CC2)c(O)c2ncccc12 | u | 2.3% | u | -3.0% | x | x | x | -18.9% |

Only part of the results is shown, so the mix of outcomes need not match the whole.
